# TWEAK Fn14 block – inhibitors of TWEAK-Fn14 signaling, primary screen, luciferase reporter cells, uHTS | AID 1159606, 2016 | TWEAK-stimulated Fn14 reporter cells, luciferase luminescence, 8 h | actives 2% (n = 360,000) | inhibition, % at 10 µM; in the data active = inhibition above about 50%
# C8 TRAIL sens – viability loss with TRAIL in NB7+C8 cells, primary screen, TRAIL sensitizer project, cell-based, ATPlite luminescence; inhibition (viability loss, TRAIL sensitization), % at 10 µM; actives 1% (n = 360,000);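 active = compounds causing at least 50% loss of cell viability in the single-dose screen, relative to plate controls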
# TROY NFkB inh – inhibitors of TROY-driven NF-kB signaling, primary screen, Q293 LMP1-TROYcd cells, NF-kB luciferase, uHTS; Q293 LMP1-TROYcd NF-kB luciferase reporter, 4 h; inhibition, % at 10 µM; actives 0.98% (n = 360,000); AID 1347056, 2019;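 active = compounds whose plate-normalised and pattern-corrected inhibition of the luciferase reporter signal at the single screening dose is 50% or more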
# NR5A2 inv ag – LRH-1 (NR5A2) inverse agonists, primary screen, cell-based, luminescence, HEK293T, StAR-luciferase reporter. LRH-1 transfected, 24 h. Nuclear receptor subfamily 5 group A member 2 (Homo sapiens), O00482. inhibition, % at 3.6 µM. actives 0.13% (n = 360,000);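 active = inhibition above the mean inhibition of all tested compounds plus 3 SD, cut at about 73% in these data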;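 also: 0% = DMSO wells and 100% = reporter-only cells lacking LRH-1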
# Target sequence (O00482 whole entry, looked up): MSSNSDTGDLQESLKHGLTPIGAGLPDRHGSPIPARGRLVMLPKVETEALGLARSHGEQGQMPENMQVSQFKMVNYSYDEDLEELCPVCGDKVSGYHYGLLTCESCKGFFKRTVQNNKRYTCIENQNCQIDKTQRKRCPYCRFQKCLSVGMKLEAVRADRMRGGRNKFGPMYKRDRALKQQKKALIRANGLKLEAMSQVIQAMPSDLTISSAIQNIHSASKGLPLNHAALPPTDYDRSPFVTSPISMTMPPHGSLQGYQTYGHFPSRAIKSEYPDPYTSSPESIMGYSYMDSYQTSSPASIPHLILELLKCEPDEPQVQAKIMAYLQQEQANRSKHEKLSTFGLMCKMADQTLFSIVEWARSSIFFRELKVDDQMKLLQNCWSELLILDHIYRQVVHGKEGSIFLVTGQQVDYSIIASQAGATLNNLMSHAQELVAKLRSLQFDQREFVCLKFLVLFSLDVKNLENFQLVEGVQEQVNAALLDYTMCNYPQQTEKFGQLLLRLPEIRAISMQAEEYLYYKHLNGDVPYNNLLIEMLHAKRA
# Shn3 3UTR inh – reduction of Shn3 3'UTR firefly luciferase signal, primary screen, Schnurri-3 inhibitor project, cell-based, Clone20 osteoblasts, set 2; Clone20 osteoblast Shn3 3'UTR firefly luciferase, 24 h; inhibition, % at 12.5 µM; actives 0.52% (n = 360,000); AID 588674, 2011;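 active = mean inhibition of at least 75% with every replicate also reaching 75%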;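 also: 0% = median of neutral control wells and 100% = pilot-screen positive control compound; some compounds past the cut are filed as inactive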
# EBV LMP1 NFkB – EBV LMP1-driven NF-kappaB luciferase reporter inhibitors, primary screen, cell-based, luminescence, single point. LMP1-induced NF-kappaB luciferase reporter cells. inhibition, % at 12.5 µM. actives 0.69% (n = 350,000). AID 504558, 2011; in the data active = inhibition above about 41%;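 also: 0% = neutral control wells and 100% = reference inhibitor control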
# SRC3 inh – SRC3 coactivator transcriptional activity inhibitors, primary screen, cell-based, luminescence. HEK293 GAL4-SRC3 luciferase reporter. actives 0.17% (n = 360,000). Nuclear receptor coactivator 3 (Homo sapiens), Q9Y6Q9. inhibition, % at 3.6 µM;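 active = inhibition above a per-campaign cutoff, the mean of all compounds plus 3 SD, cut at about 60% in these data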;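 also: 0% = DMSO-treated cells and 100% = gossypol-treated cells at 36 µM; higher means less SRC3-driven luciferase light from the GAL4 reporter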
# COUP-TFII inh – NR2F2 transcriptional activity inhibitors, primary screen, cell-based, luciferase reporter, HEK293T, luminescence; HEK293T NGFI-A luciferase reporter; inhibition, % at 8.6 µM; actives 0.7% (n = 370,000);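 active = inhibition above a per-plate cutoff, mean inhibition of test wells between control levels plus 3 SD, cut at about 38% in these data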;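 also: cells cotransfected with COUP-TFII expression vector driving the NGFI-A reporter; 0% = median of COUP-TF2 test wells and 100% = reporter-only cells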
# Target sequence (P24468 whole entry, looked up): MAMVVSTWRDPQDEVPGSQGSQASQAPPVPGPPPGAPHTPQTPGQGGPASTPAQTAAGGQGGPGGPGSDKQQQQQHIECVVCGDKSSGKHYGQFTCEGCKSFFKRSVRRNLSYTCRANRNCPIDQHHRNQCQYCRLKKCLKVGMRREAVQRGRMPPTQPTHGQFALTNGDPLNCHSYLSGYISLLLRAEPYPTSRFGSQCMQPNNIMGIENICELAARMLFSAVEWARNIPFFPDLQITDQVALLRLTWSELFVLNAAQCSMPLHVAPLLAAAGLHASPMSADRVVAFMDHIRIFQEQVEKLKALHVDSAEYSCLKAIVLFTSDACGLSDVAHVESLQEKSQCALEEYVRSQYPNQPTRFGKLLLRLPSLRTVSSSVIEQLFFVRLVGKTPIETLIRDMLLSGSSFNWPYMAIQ
# SRC1 inh – SRC1 coactivator transcriptional activity inhibitors, primary screen, cell-based, luminescence. HEK293 GAL4-SRC1 luciferase reporter. inhibition, % at 3.6 µM. actives 0.12% (n = 360,000);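 active = inhibition above the campaign mean plus 3 SD, with each screening campaign given its own cutoff, cut at about 60% in these data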;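 also: 0% = DMSO treated cells and 100% = gossypol at 36 µM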
# KKLEB tox – cytotoxicity in KKLEB CF airway cells, primary screen, cytotoxicity control for CF NF-kB inhibitor project, cell-based, uHTS, fluorescence assay plates; KKLEB CF airway cells viability, ATPlite luminescence, overnight; stronger effect = lower value; cells stimulated with P. aeruginosa culture filtrate; actives 0.36% (n = 360,000); activity change (cytotoxicity), % at 5 µM; AID 602141, 2011;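 active = corrected activity change at or below -50% at 5 µM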
# CF NFkB block – inhibitors of PAF-induced NF-kB signaling, primary screen, cell-based, GFP fluorescence, uHTS; inhibition, % at 5 µM; AID 588850, 2011; KKLEB NF-kB-GFP reporter, GFP fluorescence overnight; actives 0.86% (n = 360,000);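 active = at least 50% inhibition at 5 µM, scaled per plate between neutral and stimulator controls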;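 also: PAF is a Pseudomonas aeruginosa culture filtrate used as stimulus; plate controls were PAF-stimulated DMSO wells for no effect and unstimulated DMSO wells for full effect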
# Starred values were filed as active, the others as inactive; nt = no result given. Only part of the results is shown, so the mix of outcomes need not match the whole.
SMILES,TWEAK Fn14 block,C8 TRAIL sens,TROY NFkB inh,NR5A2 inv ag,Shn3 3UTR inh,EBV LMP1 NFkB,SRC3 inh,COUP-TFII inh,SRC1 inh,KKLEB tox,CF NFkB block
Cc1cc([N+](=O)[O-])ccc1NC1CCCC1,-2,22,21,32,10,-10,21,12,-25,-6,6
O=C1NCCCCC1NC1CC(=O)N(c2ccccc2)C1=O (stereo not drawn),-2,8,-2,8,1,-3,-1,-9,5,-1,-9
Nc1nccnc1C(=O)OCC(=O)NC1CCCc2ccccc21 (stereo not drawn),6,-12,3,0,-1,2,6,-9,6,1,-7
CCc1nnc(NC(=O)C2CCN(c3cnccn3)CC2)s1,-5,1,22,11,-11,3,3,-4,5,0,11
Cc1c(C(=O)NCc2cccnc2)oc2ccccc12,11,-9,5,-4,9,-1,-8,-16,-12,6,6
CCCC(NC(=O)COc1cc2c(c3oc(=O)c(C)c(C)c13)CCC(C)(C)O2)C(=O)O (stereo not drawn),4,4,-1,3,6,0,4,-3,3,3,-3
Cc1ccc(C(=O)N/N=C/C=C/c2ccccc2)o1,-24,8,-14,-20,-54,-9,-20,-24,-5,10,-36
CC(=O)c1cccc(NC(=O)C(C)OC(=O)c2ccc3ncsc3c2)c1 (stereo not drawn),-10,2,9,0,15,0,12,-7,-14,-1,7
CCO[C@H]1OC(C(=O)NCc2nc3ccccc3[nH]2)=C[C@@H](c2ccc3c(c2)OCO3)[C@@H]1CCCO,-8,3,-8,-2,-8,-7,-11,2,-5,0,-7
CN(C(=O)c1cccc(NC(=O)Cc2ccc(NC(=O)C3CCCN(C(=O)C4CCCCC4)C3)cc2)c1)C1CCCCC1 (stereo not drawn),21,5,15,-6,-6,-1,-5,22,5,14,10
Cc1cc(C)n(C(N)=NC(=O)c2ccccc2)n1,-11,9,-54,-44,-9,-48,-93,-48,-73,3,-11
CC(=O)Nc1cccc(/C(C)=N/NC(=O)c2ccc3c(c2)OCO3)c1,12,49,-62,-68,-42,-13,-35,-16,-22,6,20
C=CCn1c(COc2ccccc2OC)nc2ccccc21,-18,9,-34,6,-3,4,1,-4,-16,0,6
S=C(NCc1ccco1)Nc1ccccc1,2,-5,-22,6,0,1,-5,13,0,9,-9
CCCCNC(=S)N=Nc1c(O)n(Cc2ccccc2)c2ccccc12,-3,-2,-2,0,15,17,-6,11,10,-15,28
CCOC(=O)CSc1ccc(C(=O)Nc2ccc(Cl)cc2)cn1,11,-4,19,2,45,-4,22,8,-8,-22,6
COc1ccc(N(C(=O)c2ccco2)C(C(=O)NC2CCCC2)c2ccc(N3CCOCC3)cc2)c(OC)c1 (stereo not drawn),2,-7,12,-3,-2,4,14,-13,-32,-27,9
CC(Oc1ccc(F)cc1)C(=O)Nc1cc(C(F)(F)F)ccc1-n1cncn1 (stereo not drawn),-7,3,0,-5,-5,-6,-3,11,-2,3,-18
Cc1cc(SCC(=O)N(CC(C)C)c2c(N)n(CC(C)C)c(=O)[nH]c2=O)nc2ccccc12,-19,-19,3,1,-1,2,13,-13,19,-9,20
CCOc1ccc(Br)cc1C(=O)N/N=C/c1ccccn1,15,12,19,9,6,12,10,14,19,-2,0
COc1ccnc(CN(C)C(=O)C2CCC(=O)N(CCN(C)C)C2)c1 (stereo not drawn),-6,0,19,-11,-2,-3,0,6,4,-3,4
CCCCCc1cc(=O)oc2c(C(CCN3CCCC(C)C3)c3ccc(N(C)C)cc3)c(OC)cc(OC)c12 (stereo not drawn),0,28,17,-10,28,-7,-4,nt,-6,-7,26
O=C(O)C(C(O)c1ccccc1)[n+]1ccccc1 (stereo not drawn),-7,-1,-9,-23,-1,4,4,6,-6,7,-8
C[C@@H]1CN([C@H](C)CO)C(=O)CCCn2nncc2CO[C@H]1CN(C)Cc1ccc(-c2ccccc2)cc1,9,-20,-8,0,3,6,-15,11,7,0,2

# Grouped by structure, the compounds so far with a COOH group
SMILES,TWEAK Fn14 block,C8 TRAIL sens,TROY NFkB inh,NR5A2 inv ag,Shn3 3UTR inh,EBV LMP1 NFkB,SRC3 inh,COUP-TFII inh,SRC1 inh,KKLEB tox,CF NFkB block
CCCC(NC(=O)COc1cc2c(c3oc(=O)c(C)c(C)c13)CCC(C)(C)O2)C(=O)O (stereo not drawn),4,4,-1,3,6,0,4,-3,3,3,-3
O=C(O)C(C(O)c1ccccc1)[n+]1ccccc1 (stereo not drawn),-7,-1,-9,-23,-1,4,4,6,-6,7,-8

# (more compounds)
SMILES,TWEAK Fn14 block,C8 TRAIL sens,TROY NFkB inh,NR5A2 inv ag,Shn3 3UTR inh,EBV LMP1 NFkB,SRC3 inh,COUP-TFII inh,SRC1 inh,KKLEB tox,CF NFkB block
O=C(CN1C(=O)/C(=C/c2ccc(C(F)(F)F)cc2)Sc2ccccc21)NCCCN1CCOCC1,-14,16,-5,-2,4,2,-37,-2,0,-9,20
O=C(Cn1cc(C(F)(F)F)ccc1=O)N/N=C/c1cccc(Cl)c1Cl,-4,2,-2,5,-5,7,4,-2,12,-4,-3
O=C(OCn1nnc2ccccc2c1=O)C1CCCCC1,-2,-14,-7,8,-20,-5,-9,2,5,20,-16
N#CCCN1CCN(C(=S)c2ccc(-c3ccc(Cl)cc3)o2)CC1,0,-7,11,-26,-10,-7,-20,nt,-21,11,-13
CC1CCN(C(C(=O)Nc2ccc3c(c2)OCO3)c2ccccc2)CC1 (stereo not drawn),-20,-5,-33,-5,3,-5,2,-2,-1,-3,-13
COc1ccc(C(C2C(=O)CC(C)(C)CC2=O)C2C(=O)CC(C)(C)CC2=O)cc1COCC(F)(F)F,14,5,14,-7,19,6,1,3,0,6,-10
CC(OC(=O)c1ccc(Cl)cc1)C(=O)NCC1CCCCC1 (stereo not drawn),5,-16,10,-9,7,4,27,10,-3,4,-8
COc1cc(/C=N/NC(=O)c2cnccn2)cc(OC)c1OC,6,-5,-35,-54,-3,1,-1,-4,-12,-1,-4
CC(C)N(C(=O)Cn1c(SCC(=O)NCc2ccc3c(c2)OCO3)nc2ccccc21)C(C)C,-13,-19,-1,-11,10,18,30,14,-4,-9,-1
CCCCNC(=O)c1cccnc1SCC(=O)Nc1ccccc1OC,4,-7,5,-17,-5,-1,12,-1,4,10,-16
Cc1cc(C)n(-c2ccc(C(=O)NC3=NCCS3)cc2)n1,-6,5,-19,-79,-67,-7,-77,-44,-93,-1,12
Cc1ccc(NC(=O)CN(C)C(=O)CSc2ccccc2F)cc1,-26,-6,-14,1,-19,8,-7,2,-6,4,-52
CCCc1cc(=O)oc2cc(OCc3cccc(OC)c3)c(Cl)cc12,-28,5,8,19,27,2,11,-12,10,1,3
O=C(NCc1cccs1)c1cc(S(=O)(=O)N2CCOCC2)c(Cl)cc1Cl,7,-4,7,10,-3,1,21,6,5,-21,-4
Cc1cccc(-n2c(SCc3ccc(C#N)cc3)nnc2-c2c[nH]c3ccccc23)c1,-1,10,25,-14,19,9,2,15,-24,-6,-9
CN(C(=O)COC(=O)/C=C/c1ccc2c(c1)OCO2)c1c(N)n(Cc2ccccc2)c(=O)[nH]c1=O,-4,-2,18,-12,10,-1,4,13,-3,-28,12
COCCNC(=O)Cn1cnc2c(cnn2-c2ccc(OC)cc2)c1=O,6,-17,5,-3,-12,-23,5,-13,3,6,5
C=C(NC(=O)C(=C)NC(=O)c1csc(C2=NC3c4csc(n4)C4NC(=O)c5csc(n5)C(C(C)(O)C(C)O)NC(=O)C5CSC(=N5)/C(=C/C)NC(=O)C(C(C)O)NC(=O)c5csc(n5)C3(CC2)NC(=O)C(C)NC(=O)C(=C)NC(=O)C(=C)NC(=O)C(C(C)C)NC2C=Cc3c(C(C)O)cc(nc3C2O)C(=O)OC4C)n1)C(N)=O (stereo not drawn),6,1,-9,-29,86*,65*,-44,42*,-90,-16,-113
O=C(CNS(=O)(=O)c1ccccc1)OCC(=O)c1ccc(Br)cc1,-20,-14,6,14,1,-12,-15,10,-4,-4,10

# Compounds listed so far that contain a halogen (twelve):
SMILES,TWEAK Fn14 block,C8 TRAIL sens,TROY NFkB inh,NR5A2 inv ag,Shn3 3UTR inh,EBV LMP1 NFkB,SRC3 inh,COUP-TFII inh,SRC1 inh,KKLEB tox,CF NFkB block
CCOC(=O)CSc1ccc(C(=O)Nc2ccc(Cl)cc2)cn1,11,-4,19,2,45,-4,22,8,-8,-22,6
CC(Oc1ccc(F)cc1)C(=O)Nc1cc(C(F)(F)F)ccc1-n1cncn1 (stereo not drawn),-7,3,0,-5,-5,-6,-3,11,-2,3,-18
CCOc1ccc(Br)cc1C(=O)N/N=C/c1ccccn1,15,12,19,9,6,12,10,14,19,-2,0
O=C(CN1C(=O)/C(=C/c2ccc(C(F)(F)F)cc2)Sc2ccccc21)NCCCN1CCOCC1,-14,16,-5,-2,4,2,-37,-2,0,-9,20
O=C(Cn1cc(C(F)(F)F)ccc1=O)N/N=C/c1cccc(Cl)c1Cl,-4,2,-2,5,-5,7,4,-2,12,-4,-3
N#CCCN1CCN(C(=S)c2ccc(-c3ccc(Cl)cc3)o2)CC1,0,-7,11,-26,-10,-7,-20,nt,-21,11,-13
COc1ccc(C(C2C(=O)CC(C)(C)CC2=O)C2C(=O)CC(C)(C)CC2=O)cc1COCC(F)(F)F,14,5,14,-7,19,6,1,3,0,6,-10
CC(OC(=O)c1ccc(Cl)cc1)C(=O)NCC1CCCCC1 (stereo not drawn),5,-16,10,-9,7,4,27,10,-3,4,-8
Cc1ccc(NC(=O)CN(C)C(=O)CSc2ccccc2F)cc1,-26,-6,-14,1,-19,8,-7,2,-6,4,-52
CCCc1cc(=O)oc2cc(OCc3cccc(OC)c3)c(Cl)cc12,-28,5,8,19,27,2,11,-12,10,1,3
O=C(NCc1cccs1)c1cc(S(=O)(=O)N2CCOCC2)c(Cl)cc1Cl,7,-4,7,10,-3,1,21,6,5,-21,-4
O=C(CNS(=O)(=O)c1ccccc1)OCC(=O)c1ccc(Br)cc1,-20,-14,6,14,1,-12,-15,10,-4,-4,10

# Screening results as filed in PubChem.
